MT1-MMP txn act: activates MT1-MMP transcription; HT1080 MT1-MMP promoter luciferase reporter, luminescence, overnight; hits give high values; activation factor at 10 µM; 86,000 tested, 0.16% active;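 active means activation factor of at least 2 for MT1-MMP transcription at 10 µM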
CYP2C19 inh: human CYP2C19 inhibition. inhibition, % at 5 µM. P33261. CYP2C19 Supersomes, luciferin-H EGE luminescence, 30 min. 96,000 tested, 21% active;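 active means CYP2C19 inhibition above a set limit at 5 µM in the primary screen, cut at about 50% in these data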;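 further: plate controls were negative control wells for no effect and 2.5 mM tranylcypromine positive control for full effect; values of inactives mirror those of a sister screen read the other way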
CYP2C19 activ: cytochrome P450 2C19 (human) activation; P33261; recombinant CYP2C19, luciferin-H EGE luminescence; hits give high values; 0 = fully inhibited enzyme, 1 = untreated enzyme; activation factor at 5 µM; 96,000 tested, under 10 active;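 active means activation factor of at least 2 at 5 µM in the primary screen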;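 further: 0 = wells with 2.5 mM tranylcypromine and 1 = vehicle-only wells; values of inactives mirror those of a sister screen read the other way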
CYP2C9 inh: human CYP2C9 inhibition; inhibition, % at 5 µM; 96,000 tested, 20% active; AID 777; CYP2C9 Supersomes, luciferin-H conversion, luminescence;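 active means blocking of liver enzyme CYP2C9 beyond about 50% at 5 µM, limit read from the data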; further: values of inactives mirror those of a sister screen read the other way
PLAP act: human PLAP activation | purified PLAP enzyme, luminescent substrate read-out; hits give high values | activation fold at 20 µM | 96,000 tested, 1.2% active | AID 696; in the data active means activation fold above about 2
CD11b adhes inh: CD11b/CD18-fibrinogen binding inhibition; K562 CD11b/CD18 adhesion to fibrinogen, ATPlite luminescence; Mn2+ added to activate the integrin; P05107+P11215; AID 1497; inhibition, % at 10 µM; 93,000 tested, 0.54% active;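 active means primary inhibition of 50% or more at 10 µM, then 40% or more on retest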; further: some results filed as inactive read as strong as hits
CYP2C9 activ: increases human cytochrome P450 2C9 activity; P11712; activation factor at 5 µM; recombinant CYP2C9, luciferin-H conversion, luminescence; hits give high values; factor 1 = untreated enzyme, 0 = blocked; 96,000 tested, 1.4% active; AID 1024;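 active means activation factor of 2 or more for CYP2C9 at a 5 µM dose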;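 further: 0 = sulfaphenazole-blocked wells and 1 = vehicle-only wells; values of inactives mirror those of a sister screen read the other way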
Pyk2 oligo antag: antagonists of human Pyk2 oligomerization. z-score (the deposit names both 25 µM and 10 µM). Q14289. AID 1347419. Q293 cells, Pyk2 FERM NanoBiT luminescence; hits give low values. 99,000 tested, 0.83% active;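 active means Z-score of -3 or lower, scaled per plate to the spread of control and sample wells; inactive means z-score above -3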;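 further: negative z-score means lost luminescence so less FERM oligomerization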
Target sequence (Q14289 whole entry, looked up): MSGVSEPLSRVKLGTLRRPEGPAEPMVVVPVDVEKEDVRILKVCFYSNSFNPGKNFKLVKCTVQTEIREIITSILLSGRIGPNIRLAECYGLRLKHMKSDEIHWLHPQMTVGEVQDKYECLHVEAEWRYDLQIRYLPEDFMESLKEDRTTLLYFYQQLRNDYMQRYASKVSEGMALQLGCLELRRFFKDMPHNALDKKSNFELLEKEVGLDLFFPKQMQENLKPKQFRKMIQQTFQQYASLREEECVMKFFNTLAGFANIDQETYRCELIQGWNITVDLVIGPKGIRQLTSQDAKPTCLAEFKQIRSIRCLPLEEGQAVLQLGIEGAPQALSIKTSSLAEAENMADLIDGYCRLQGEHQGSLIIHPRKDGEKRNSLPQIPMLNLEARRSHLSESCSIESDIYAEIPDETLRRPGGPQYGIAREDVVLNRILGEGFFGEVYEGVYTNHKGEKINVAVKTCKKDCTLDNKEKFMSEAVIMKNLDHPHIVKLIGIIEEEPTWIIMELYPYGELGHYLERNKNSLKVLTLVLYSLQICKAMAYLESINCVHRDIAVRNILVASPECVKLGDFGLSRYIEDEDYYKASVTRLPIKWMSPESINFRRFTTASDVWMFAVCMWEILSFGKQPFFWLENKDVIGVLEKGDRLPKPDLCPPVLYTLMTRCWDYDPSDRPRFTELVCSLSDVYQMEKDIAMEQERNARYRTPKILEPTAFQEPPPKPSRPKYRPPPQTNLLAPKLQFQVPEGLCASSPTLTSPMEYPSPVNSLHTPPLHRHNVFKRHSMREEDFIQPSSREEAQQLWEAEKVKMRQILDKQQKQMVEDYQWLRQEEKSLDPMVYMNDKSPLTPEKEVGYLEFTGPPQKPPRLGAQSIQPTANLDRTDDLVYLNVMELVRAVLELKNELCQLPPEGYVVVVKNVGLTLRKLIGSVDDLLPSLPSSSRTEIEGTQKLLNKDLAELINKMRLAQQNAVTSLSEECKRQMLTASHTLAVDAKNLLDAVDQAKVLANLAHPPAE
CD11b adhes enh: increases human CD11b/CD18 adhesion to fibrinogen; P05107+P11215; K562 CD11b/CD18 adhesion to fibrinogen, ATPlite luminescence; activation, % at 10 µM; 93,000 tested, 0.07% active; AID 1499;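 active means 10 µM primary screen giving 50% or more activity, confirmed by 40% or more on retest at that dose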; further: strong numbers were not always called active; reference of the scale not given here
The depositor's hits bear a star; · = no result given.

SMILES	MT1-MMP txn act	CYP2C19 inh	CYP2C19 activ	CYP2C9 inh	PLAP act	CD11b adhes inh	CYP2C9 activ	Pyk2 oligo antag	CD11b adhes enh
O=C(O)C1CC(=O)N(c2ccc(F)cc2)C1 (centres undefined)	1.3	2	1	15	1	-10	0.9	-0.36	-2
COC(=O)COc1cccc2c(=O)n(CC(=O)N3CCCc4ccccc43)ccc12	·	6	0.9	8	1.4	-14	0.9	·	1
COc1ccc(CNc2oc(Cc3cccc4ccccc34)nc2C#N)cc1	1	79*	0.2	96*	1.2	27	0	-0.65	0
COc1ccc2c(Cl)c(-c3nnc4n3CCCCC4)sc2c1	1.2	39	0.6	-9	1.2	4	1.1	-1.1	-1
Nc1cc(=O)[nH]c(SC/C=C/c2ccccc2)n1	·	7	0.9	-8	1	·	1.1	2.1	·
COC(=O)C1OC2(OC1C(=O)OC)c1ccccc1-c1ccccc12 (centres undefined)	1.2	42	0.6	8	1.1	3	0.9	0.21	2
CCOC(=O)Cc1csc(NC(=O)NC2(C(F)(F)F)Oc3ccc(Cl)cc3O2)n1 (centres undefined)	·	2	1	2	0.7	-32	1	0.01	2
COc1cc2c(cc1NC(=O)COC(=O)Cn1cnc3ccccc31)oc1ccccc12	1.7	40	0.6	61*	1.7	-11	0.4	-0.22	6
CCCn1nnc(NC(=O)c2ccc(-c3ccccc3)cc2)n1	1.4	25	0.8	7	0.9	-12	0.9	-0.73	-2
O=C(Nc1c(C(=O)Nc2ccc3c(c2)OCCO3)cnn1-c1ccccc1Cl)c1ccco1	1	-46	1.5	-58	1.5	12	1.6	-2.7	2
COC(=O)C1C2CCC(C2)C1C(=O)OCC(=O)c1ccc(C)cc1 (centres undefined)	·	20	0.8	10	0.9	-1	0.9	0.82	2
CC(=NC1CCCCC1)C1=C(O)c2ccccc2C1=O	1	87*	0.1	86*	1.4	18	0.1	-1.1	-5
Cc1nnc2sc(-c3ccco3)nn12	1.1	-1	1	-2	0.9	-8	1	0.2	-6
CC(NC(=O)c1ccc2c(c1)OCO2)C1CCCO1 (centres undefined)	1.1	-1	1	-11	1	-10	1.1	0.15	0
CCOC(=O)CCCNC(=O)COC(=O)c1cccc(C)c1O	1	67*	0.3	47	1	-2	0.5	0.45	1
CC(C)CC(NS(=O)(=O)c1ccccc1)C(=O)O (centres undefined)	1.1	14	0.9	18	1	-2	0.8	-0.42	0
Cc1ccc(NC(=O)c2sc(Cl)nc2-c2ccccc2)cc1	·	-7	1.1	38	1	-2	0.6	0.71	1
O=C(Nc1cccnc1)C1COc2ccccc2O1 (centres undefined)	1.1	62*	0.4	23	1.1	·	0.8	0.87	·
Cc1cc(N2C(=O)C3C4C=CC(C4)C3C2=O)ccc1Br (centres undefined)	1.1	73*	0.3	24	0.8	-32	0.8	-0.86	-4
O=C(Oc1ccc(-c2ccccc2)cc1)N1CCCCC1	1.2	-1	1	-16	0.9	-1	1.2	-0.77	-4

Compound profiles (already shown). Values in the order: MT1-MMP txn act, CYP2C19 inh, CYP2C19 activ, CYP2C9 inh, PLAP act, CD11b adhes inh, CYP2C9 activ, Pyk2 oligo antag, CD11b adhes enh
`COC(=O)C1C2CCC(C2)C1C(=O)OCC(=O)c1ccc(C)cc1` (centres undefined) in the list: ·, 20, 0.8, 10, 0.9, -1, 0.9, 0.82, 2
`COc1ccc2c(Cl)c(-c3nnc4n3CCCCC4)sc2c1` in the list: 1.2, 39, 0.6, -9, 1.2, 4, 1.1, -1.1, -1

Back to the main list, starting 2 compounds before the break.
SMILES	MT1-MMP txn act	CYP2C19 inh	CYP2C19 activ	CYP2C9 inh	PLAP act	CD11b adhes inh	CYP2C9 activ	Pyk2 oligo antag	CD11b adhes enh
Cc1cc(N2C(=O)C3C4C=CC(C4)C3C2=O)ccc1Br (centres undefined)	1.1	73*	0.3	24	0.8	-32	0.8	-0.86	-4
O=C(Oc1ccc(-c2ccccc2)cc1)N1CCCCC1	1.2	-1	1	-16	0.9	-1	1.2	-0.77	-4
CC(C)C[C@H](NC(=O)NCCc1ccc(Cl)cc1)C(=O)O	1.1	3	1	60*	1.3	-10	0.4	0.77	-2
CN1CCN(CC(=O)N(C)c2nc(-c3ccccc3)cs2)CC1	1.5	9	0.9	13	1.4	1	0.9	0.16	-1
COc1ccc(CC(=O)Nc2ccc(-c3cn4ccccc4n3)cc2)cc1	·	6	0.9	-7	1.1	-5	1.1	-0.08	-2
CC(C)CC(=O)O/N=C1\C(=O)N(Cc2ccc(Cl)cc2)c2ccc([N+](=O)[O-])cc21	·	65*	0.4	58*	1	30	0.4	·	-10
O=C(Nc1n[nH]c(C2CCCCC2)n1)C1CCCCC1	1.3	-6	1.1	-9	0.9	-28	1.1	-0.51	4
O=C(NC1CCCC1)c1ccc(S(=O)(=O)N2CCCC2)cc1	1.1	6	0.9	30	0.8	-17	0.7	-0.04	-2
Cc1ccc(NCc2nnc3n2CCCCC3)cc1	0.9	75*	0.2	-1	1.3	30	1	-0.13	-1
Cc1c(C(=O)NCc2cccnc2)oc2ccc(S(=O)(=O)N3CCCC(C)C3)cc12 (centres undefined)	1	17	0.8	49	1.4	2	0.5	-0.33	1
COc1ccc(C2CC(c3ccccc3C)n3nc(N)nc3N2)cc1 (centres undefined)	1	57*	0.4	7	1	1	0.9	·	-1
CCN(CC)S(=O)(=O)c1ccc(Oc2cccc(C(C)=O)c2)nc1	1.4	51*	0.5	26	1.1	-12	0.7	0.46	-1
Cc1cc(C)c2cc(CN(CCO)C(=O)Nc3ccc(Cl)cc3)c(=O)[nH]c2c1	1	41	0.6	19	0.8	28	0.8	·	-2
CCCS(=O)(=O)N1CCCC(C(=O)NCCc2ccc(OC)c(OC)c2)C1 (centres undefined)	1	7	0.9	10	1.2	1	0.9	-0.66	-2
COc1ccccc1N1CCN(C(=O)c2cc(-c3ccc(Cl)cc3)on2)CC1	1.1	5	0.9	14	1	0	0.9	-2.1	-2
CC1CCC(C(C)C)C(OCC(O)CN2CCN(Cc3ccccc3)CC2)C1 (centres undefined)	·	-5	1.1	-18	1.4	·	1.2	1.5	·
COc1cc(/C=C/C(=O)O)cc(S(=O)(=O)N(C)CCO)c1OC	·	8	0.9	-18	0.9	-16	1.2	1.5	-3
Cc1ccc(C)c(S(=O)(=O)N2CCN(CC(=O)NC(=O)NCc3ccccc3)CC2)c1	1.1	21	0.8	-123	1.3	-3	2.2*	-1.1	3
O=C1CC(Cc2ccccc2)C(=O)N1CCc1ccc2c(c1)OCO2 (centres undefined)	1.1	86*	0.1	23	1.1	-20	0.8	1	12
COc1ccc(N(Cc2cc3cc(OC)ccc3[nH]c2=O)C(=O)C2CCCO2)cc1 (centres undefined)	1.1	1	1	1	1.2	-8	1	0.93	-1
C=CCNC(=O)c1onc(CSc2ccc(F)cc2)c1C(=O)O	·	13	0.9	22	1	·	0.8	·	·
CONC(=O)C1CCN(C(=O)OCc2ccccc2)CC1	·	22	0.8	-27	1.2	15	1.3	0.77	-1
CC(C)(C)NC(=O)C(c1ccco1)N(Cc1ccc2c(c1)OCO2)C(=O)Cn1nnc2ccccc21 (centres undefined)	1.2	49	0.5	17	0.9	1	0.8	-0.51	0
COc1ccc(N2CCN(/C(=N\S(=O)(=O)c3ccccc3)Nc3nc(C)cc(C)n3)CC2)cc1	1.1	11	0.9	67*	1.1	-6	0.3	-0.68	2
CCOc1ccc(CC(=O)Nc2sc(Cc3ccccc3)c(C)c2C(N)=O)cc1OCC	·	31	0.7	-6	1.3	·	1.1	2.7	·
CN1CC2=Cc3ccccc3OC23Oc2ccccc2C=C3C1	1.1	54*	0.5	58*	1.4	-2	0.4	-0.72	4
CCN(CC)C(=O)c1cn(C)c(=O)c2cc(OC)c(OC)cc12	0.9	-8	1.1	-5	1.4	-23	1	0.62	4
Cc1ccc(S(=O)(=O)NC2(C(=O)O)CCCCC2)cc1	1	3	1	57*	1	-6	0.4	-0.42	-4
CCOC(=O)C1=C(C)NC(=O)C(C(N)=O)C12CCCCC2 (centres undefined)	1	-5	1	-6	0.8	8	1.1	0.39	-1
Cc1ccc(/C=C/c2ccc(=O)n(Cc3ccccc3Cl)n2)cc1	1.2	0	1	39	1.8	37	0.6	-0.68	-5
O=C(Nc1ccccc1C(=O)O)c1ncn[nH]1	1	11	0.9	-11	1.2	-14	1.1	-0.01	-2
CC12CC(c3ccccc3O1)C(C(=O)NCc1ccccc1)C(=O)N2 (centres undefined)	1	60*	0.4	21	0.9	2	0.8	-0.38	-5
C=CCn1c(CSCc2ccc(C)cc2)nnc1SCC(=O)NCc1ccccc1	·	80*	0.2	79*	1.8	13	0.2	-0.05	-3
CCOc1ccc(NCc2nnc(SCc3ccccc3Cl)n2-c2ccccc2)cc1	·	46	0.5	38	1.3	·	0.6	-0.37	·
Clc1cccc(Cl)c1CSc1nnc(/C=C/c2ccccc2)o1	·	24	0.8	8	1.1	-1	0.9	-1.1	2
O=C(O)c1ccc(COCC(F)(F)C(F)F)o1	1.1	20	0.8	-6	1	4	1.1	0.62	4
c1ccc(CSc2nnc(-c3ccco3)c(-c3ccco3)n2)cc1	1.1	44	0.6	73*	1.3	2	0.3	-0.53	-1
CCOC(=O)/C(C(C)=O)=C1\OC(=O)c2ccccc21	1	20	0.8	58*	1.1	-17	0.4	-0.08	-4
CN(C)C=Nc1nonc1-c1ncn[nH]1	1.1	4	1	14	1.1	-15	0.9	0.98	-4
COc1cc2c(cc1NC(=O)c1cccc([N+](=O)[O-])c1C)oc1ccccc12	·	28	0.7	-59	0.9	·	1.6	-0.25	·
Cc1nn(CCCC(=O)N2CCc3ccccc3C2)c(=O)c2cc3sccc3n12	1	54*	0.5	51*	1.8	4	0.5	·	3
Cc1nccn1-c1ncnc2sc3c(c12)CCCC3	1.1	22	0.8	5	1.1	5	0.9	0.36	-4
COc1ccc(C(=O)Nc2nc(-c3ccc(OC)cc3)c(-c3ccc([N+](=O)[O-])cc3)s2)cc1	·	7	0.9	20	0.8	-4	0.8	-0.13	-5
CC(=O)Oc1ccc(C(=O)Nc2nnc(C)s2)cc1	1.4	14	0.9	-2	0.9	-8	1	-0.24	3
Cc1cc2oc(=O)cc(CN3CCC(C)CC3)c2cc1Cl	1.3	85*	0.1	10	0.8	0	0.9	0.63	-5
CC(C)C(NS(=O)(=O)c1ccc2c(c1)oc(=O)n2C)C(=O)N1CCN(c2ccccc2F)CC1 (centres undefined)	1.2	26	0.7	10	1.2	6	0.9	·	-1
CC1CCC/C(=C\Nc2ccccc2C(=O)O)C1=O (centres undefined)	1.1	-7	1.1	-7	1.1	0	1.1	0.85	-5
Cc1cc2oc3c(c(=O)c2cc1C)C(c1cccc(Br)c1)N(Cc1ccco1)C3=O (centres undefined)	1.1	98*	0	95*	1.3	-14	0	-1.9	-8

Sorted by the number under CD11b adhes inh (rising): five of the compounds above.
molecule | MT1-MMP txn act | CYP2C19 inh | CYP2C19 activ | CYP2C9 inh | PLAP act | CD11b adhes inh | CYP2C9 activ | Pyk2 oligo antag | CD11b adhes enh
Cc1cc2oc3c(c(=O)c2cc1C)C(c1cccc(Br)c1)N(Cc1ccco1)C3=O (centres undefined) | 1.1 | 98* | 0 | 95* | 1.3 | -14 | 0 | -1.9 | -8
CC(=O)Oc1ccc(C(=O)Nc2nnc(C)s2)cc1 | 1.4 | 14 | 0.9 | -2 | 0.9 | -8 | 1 | -0.24 | 3
COc1ccc(C(=O)Nc2nc(-c3ccc(OC)cc3)c(-c3ccc([N+](=O)[O-])cc3)s2)cc1 | · | 7 | 0.9 | 20 | 0.8 | -4 | 0.8 | -0.13 | -5
Cc1cc2oc(=O)cc(CN3CCC(C)CC3)c2cc1Cl | 1.3 | 85* | 0.1 | 10 | 0.8 | 0 | 0.9 | 0.63 | -5
CC(C)C(NS(=O)(=O)c1ccc2c(c1)oc(=O)n2C)C(=O)N1CCN(c2ccccc2F)CC1 (centres undefined) | 1.2 | 26 | 0.7 | 10 | 1.2 | 6 | 0.9 | · | -1
